Assay outcomes deposited in PubChem BioAssay by several laboratories.
AddAB inh: growth inhibition of E. coli expressing H. pylori AddAB, primary screen, AddAB inhibitor project, absorbance; inhibition, % at 11.9 µM; actives 0.29% (n = 330,000); AID 435030, 2010; in the data active means inhibition above about 12%;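 further: 0% = vehicle wells of infected cells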
CAL PDZ FP-1: untagged CAL PDZ binding inhibitors, primary screen, biochemical, fluorescence polarization, HTS. purified CAL PDZ, TMR-peptide fluorescence polarization, 1 h. inhibition, % at 24.9 µM. AID 602252, 2012. actives 0.92% (n = 300,000);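 active means mean inhibition of at least 30% with at least half of replicates also reaching 30%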;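 further: 0% = DMSO neutral control and 100% = excess unlabeled competitor peptide PRC23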
Tat export inh: E. coli Tat export inhibitors, primary screen, MC4100, TorA-mCherry reporter, fluorescence, single point. inhibition, % at 10 µM. actives 0.036% (n = 340,000). AID 488895, 2010;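 active means mean replicate inhibition at least 50% and at least half of replicates individually reaching 50%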;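 further: exported cargo escapes ClpAP degradation while cytoplasmic cargo is degraded and loses fluorescence; 0% = median of neutral control wells and 100% = median of NaSCN control wells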
MITF TRPM1 HTS: activators of MITF-driven TRPM1 promoter reporter, primary screen, cell-based, SK-MEL-5, luciferase, single point; SK-MEL-5 TRPM1-promoter luciferase, 24 h; % of positive control, neutral wells = 0; activation, % at 12.5 µM; actives 0.75% (n = 300,000);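 active means mean activation of at least 80% with every replicate also reaching 80%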;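 further: 0% = neutral control wells and 100% = parthenolide positive control wells; values of inactives mirror those of a sister screen read the other way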
phage Ecoli inh: growth loss of phage-infected E. coli, primary screen, RecBCD inhibitor project, absorbance, with phage, HTS; inhibition, % at 11.9 µM; actives 0.26% (n = 360,000); AID 651602, 2012; in the data active means inhibition above about 11%
Ecoli viability: E. coli V3065 growth inhibition, primary screen, counter-screen for AddAB inhibitor project, absorbance, OD600. 18 h. inhibition, % at 11.9 µM. actives 0.27% (n = 330,000). AID 449728, 2010;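 active means inhibition above the campaign's mean inhibition across all tested compounds plus 3 SD, cut at about 9.9% in these data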;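 further: uninfected addAB+ strain grown without phage in ampicillin broth; 0% = DMSO wells and 100% = ciprofloxacin 0.95 µg/ml wells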
Wnt act: Wnt/beta-catenin pathway activators, primary screen, cell-based, plate reader, single point; actives 1.2% (n = 300,000); activation, % at 9.35 µM; AID 743398, 2014; Wnt/beta-catenin reporter cell assay, activator; in the data active means activation above about 30%, passing the limit was not always enough;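 further: 0% = neutral control wells and 100% = positive control wells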
SR-BI HDL uptake: inhibitors of SR-BI mediated HDL lipid uptake, primary screen, ldlA[mSR-BI] cells, fluorescence, single point; actives 0.96% (n = 320,000); ldlA[mSR-BI] CHO cells, DiI-HDL uptake fluorescence, 3 h; inhibition, % at 12.5 µM;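 active means mean replicate inhibition of at least 70% and a set share of replicates each scoring 70 or more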;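 further: 0% = median of neutral control wells and 100% = median of positive control wells; values of inactives mirror those of a sister screen read the other way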
Target sequence (Q61009 whole entry, looked up): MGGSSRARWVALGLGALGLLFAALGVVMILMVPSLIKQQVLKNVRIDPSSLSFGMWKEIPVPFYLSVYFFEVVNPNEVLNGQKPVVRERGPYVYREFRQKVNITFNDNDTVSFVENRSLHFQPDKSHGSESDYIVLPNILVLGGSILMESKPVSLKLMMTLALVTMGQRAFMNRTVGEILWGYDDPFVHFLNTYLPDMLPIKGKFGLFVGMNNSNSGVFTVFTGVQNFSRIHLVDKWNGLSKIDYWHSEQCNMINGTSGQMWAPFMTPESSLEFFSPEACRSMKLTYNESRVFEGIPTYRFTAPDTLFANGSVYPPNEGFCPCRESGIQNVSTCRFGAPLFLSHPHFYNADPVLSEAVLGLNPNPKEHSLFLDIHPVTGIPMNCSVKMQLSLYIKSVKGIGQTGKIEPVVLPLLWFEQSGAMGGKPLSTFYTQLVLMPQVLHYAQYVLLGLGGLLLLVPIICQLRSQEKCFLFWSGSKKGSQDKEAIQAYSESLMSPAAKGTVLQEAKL
SR-BI uptake up: activators of SR-BI mediated DiI-HDL uptake, primary screen, ldlA[mSR-BI] CHO cells, DiI fluorescence | 3 h; 100 = double the neutral-control signal | activation, % at 12.5 µM | actives 0.096% (n = 320,000);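 active means mean replicate activation of at least 60% and every replicate at or above 60%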;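 further: 0% = median plate neutral-control signal and 100% = twice that signal; values of inactives mirror those of a sister screen read the other way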
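Test system: SR-BI-overexpressing, LDLR-lacking CHO cells; Medium: Ham's F12 with 0.5% BSA, HEPES 25 mM, pH 7.4; Schedule: 3 h, 37 °C; Technique: bottom-read fluorescence, 550/595 nm.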
CAL PDZ FP-2: CAL PDZ peptide-binding inhibitors, primary screen, biochemical, fluorescence polarization, Cer-tagged CAL PDZ, HTS; Golgi-associated PDZ and coiled-coil motif-containing protein (Homo sapiens), Q9HD26; purified CAL PDZ, TMR-peptide fluorescence polarization, 1 h; inhibition, % at 20 µM; actives 0.02% (n = 330,000); AID 504414, 2011;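 active means highest replicate inhibition of at least 40%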;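 further: plate controls were DMSO neutral control wells for no effect and unlabeled competitor peptide control wells for full effect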
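Control set: unlabelled peptide and DMSO controls / Material: purified CerCALP PDZ construct / Timing: 1 h incubation at room temperature before polarization reading / Doses: 20 µM, one dose / Detection: fluorescence polarization (mP)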
Starred values were filed as active, the others as inactive; . = no result given.

Values run as follows: AddAB inh	CAL PDZ FP-1	Tat export inh	MITF TRPM1 HTS	phage Ecoli inh	Ecoli viability	Wnt act	SR-BI HDL uptake	SR-BI uptake up	CAL PDZ FP-2
> COc1ccc(C(=O)NCC(=O)OCCOc2ccc(Cl)cc2)cc1OC
    -1.0	.	-10.6	-5.3	4.4	0.7	-6.8	20.9	-20.9	-0.7
> O=C(O)c1ccccc1C(=O)NC1Cc2ccccc2C1
    1.6	-4.6	-4.1	.	-0.6	1.8	-2.2	-25.6	25.6	-0.8
> Cc1ccc(-n2nc3c([n+]2[O-])CCc2c-3no[n+]2[O-])cc1
    -2.6	.	-5.7	-22.6	1.6	-3.4	4.6	-19.0	19.0	-1.7
> CN(Cc1ccccc1)Cc1nc2scc(-c3ccccc3)c2c(=O)[nH]1
    -0.1	.	3.5	13.7	-2.2	-4.3	-1.4	20.1	-20.1	-1.4
> Cc1ccc2nc(Cl)c3cc(C(=O)NCCCN4CCCC4)sc3c2c1
    -0.8	-6.0	15.3	6.7	3.7	-1.5	-4.2	29.5	-29.5	-11.1
> OC(COc1cccc2ccccc12)CN1CCOCC1 (centres undefined)
    .	6.9	-0.3	-3.6	4.3	.	-1.1	2.7	-2.7	0.5
> COc1ccc(OCC(=O)NC2CCCCCCC2)cc1
    -0.2	5.0	-0.8	16.9	-1.0	-0.8	2.9	.	.	-1.9
> O=C(CN1C(=O)NC2(CCCCC2)C1=O)Nc1ccc2c(c1)CCC2
    3.5	-5.9	-15.0	9.8	2.2	-0.4	-3.2	5.5	-5.5	-0.6
> O=C(NCCC1CC1(Cl)Cl)Nc1ccccc1 (centres undefined)
    0.6	-5.6	9.0	.	1.5	-0.9	6.0	-6.5	6.5	0.7
> C[C@@H](NC(=O)c1nc[nH]c1C(=O)N[C@@H](Cc1ccccc1)C(=O)OC(C)(C)C)c1ccccc1
    0.8	-4.5	-23.0	0.4	-1.1	-0.4	-1.9	-15.1	15.1	-1.0
> O=C(NCCc1ccco1)C(=O)NCC1OCCCN1S(=O)(=O)c1ccccc1 (centres undefined)
    -2.1	-3.5	0.4	4.2	-2.4	0.8	-0.8	-8.5	.	-0.8
> Cc1nc(CCNS(=O)(=O)c2cccs2)cs1
    0.8	-2.7	1.5	4.6	2.3	0.7	.	-16.0	16.0	-0.3
> O=S(=O)(NCC(c1ccco1)N1CCc2ccccc2C1)c1ccc(F)cc1 (centres undefined)
    0.4	-3.4	10.1	-3.3	4.3	0.6	-2.3	-21.4	21.4	-1.9
> Cc1ccc(Nc2cc(-c3ccccc3)nc3ncnn23)cc1
    3.1	-6.0	-6.4	.	1.2	2.4	1.2	14.5	-14.5	-0.3
> CCOC(=O)CSc1nc2ccccc2c(=O)n1Cc1ccco1
    0.6	-1.8	-1.3	-3.3	2.2	-1.6	-3.4	1.0	-1.0	-3.0
> CCN(CC)S(=O)(=O)c1ccc(NC(=O)CN(c2cccc(F)c2)S(C)(=O)=O)cc1
    1.2	-3.2	-4.9	.	-0.1	-1.6	-4.5	2.3	-2.3	-1.0
> Cc1nnc(SCC(=O)N2CCCCC2)n1CC1CCCO1 (centres undefined)
    -0.8	-2.9	-7.7	-0.2	2.5	1.1	-1.1	-11.7	11.7	-2.5
> CC(=O)c1ccc(NC(=S)Nc2cccc3cnccc23)cc1
    -1.9	-4.9	-6.7	12.5	-2.1	-1.3	11.5	11.1	-11.1	-1.8
> CN1CCc2c(sc(NC(=O)c3ccc(S(=O)(=O)N4CCCC4)cc3)c2C(N)=O)C1
    -0.9	.	-13.3	-8.0	1.9	0.2	-2.1	-11.2	11.2	-1.6
> CC(C)c1ccc(-c2csc3nc[nH]c(=O)c23)cc1
    4.8	-5.8	0.7	.	0.7	-0.2	0.7	-14.0	14.0	-0.7
> CCCN(CC(=O)Nc1ccccc1C)C(=O)c1ccc(S(=O)(=O)N2CCCCCC2)cc1
    -0.1	-4.8	6.3	-7.7	2.0	0.8	0.7	18.9	-18.9	-1.9
> Cc1cc(F)ccc1S(=O)(=O)Nc1ccccc1C(=O)NCc1ccccn1
    -0.5	-1.7	-10.7	9.0	2.8	-2.4	-1.1	3.3	-3.3	-2.5
> Cc1cc(C)c(C(=O)CC2(O)C(=O)Nc3ccccc32)cc1C (centres undefined)
    1.0	-1.4	-1.4	2.5	2.0	2.6	-0.6	33.1	-33.1	-2.2
> CCOc1ccc(C(=O)NCCN2CCOCC2)cc1
    0.5	-6.1	-5.2	-10.6	-1.3	1.2	-0.4	-26.7	26.7	-3.8
> C=CC(=O)NCC1OCCc2ccccc21 (centres undefined)
    0.7	-2.1	5.3	1.9	3.8	-0.4	0.0	-18.0	18.0	-0.1
> O=C(CNc1cccc(S(=O)(=O)N2CCCC2)c1)Nc1cccc(F)c1
    0.8	3.7	6.9	-8.5	-0.4	2.8	-1.7	-2.4	2.4	-2.2
> CC(=O)NC1=NC(=O)C(C)S1 (centres undefined)
    2.7	-0.5	0.6	6.0	2.5	-0.3	.	-19.3	19.3	-4.1
> CCOC(=O)c1c(NC(=O)CCl)sc(C(=O)N(CC)CC)c1C
    0.9	-0.6	-3.9	-15.2	0.6	-0.5	.	-18.6	18.6	-1.2
> Cc1cccc(C(=O)NNC(=O)CSc2nnc(C3CC3)n2C)c1
    1.3	.	-10.1	-6.6	-0.6	1.1	1.8	.	.	0.0
> COC(=O)C1=CO[C@@H](O[C@@H]2O[C@H](CO)[C@@H](O)[C@H](O)[C@H]2O)[C@H]2[C@@H]1C(=O)C[C@@H]2C
    -0.1	-1.4	2.6	2.4	0.3	1.1	0.1	-10.8	10.8	0.2
> CCCOCC1CC2(SC(=Nc3ccc(C)cc3)NC2=O)C(=O)O1 (centres undefined)
    3.1	-3.1	1.5	-11.6	3.5	-1.9	1.0	3.5	-3.5	-0.8
> CC(=O)c1cc(Cc2csc(C(C)=O)c2)cs1
    1.9	-2.5	2.8	8.0	-0.3	-0.7	0.0	4.9	-4.9	-3.4
> COc1ccc(CCNc2oc(Cc3cccc4ccccc34)nc2C#N)cc1OC
    0.6	1.5	-2.2	-6.6	3.6	2.3	.	-4.5	4.5	-0.5
> Cc1onc(-c2ccccc2)c1C(=O)OCCOc1ccccc1F
    -0.2	-1.5	4.8	18.4	1.7	-1.4	-0.9	.	.	-2.8
> Cc1cccc(NS(=O)(=O)c2ccc(OCC(=O)N3CCCC3)cc2)c1
    -1.2	-0.4	-3.8	-12.6	1.4	1.3	8.8	27.1	-27.1	-0.4
> Fc1cccc(Cc2noc(CN3CCCN(C4Cc5ccccc5C4)CC3)n2)c1
    2.8	1.2	0.6	-3.4	2.4	3.5	-2.7	-9.2	9.2	-1.0
> CCC(CO)NCc1ccc(Br)cc1 (centres undefined)
    4.0	-0.5	1.7	-9.8	6.7	1.2	-2.5	12.6	-12.6	-3.1
> COCCNC(=O)CSc1c2c(nc3ccc(Cl)cc13)CCCC2
    -0.3	1.9	-3.0	-7.7	2.3	1.8	2.4	25.3	-25.3	-1.1
> COc1cccc(N2CCN(C(=S)NCc3ccco3)CC2)c1
    2.0	-0.8	-6.4	.	4.5	1.7	.	18.8	-18.8	-0.5
> Cc1ccc(S(=O)(=O)N2CCCOC2CNC(=O)C(=O)NCc2cccnc2)cc1 (centres undefined)
    1.8	-4.2	-4.1	1.3	3.2	0.3	.	-0.3	0.3	-1.8
> O=C(/C=C/c1ccc(Cl)c(C(F)(F)F)c1)N1CCN(c2ccccn2)CC1
    2.1	-2.5	-1.9	.	2.2	-1.1	0.1	.	.	-0.3
> CC(=O)c1ccc(S(=O)(=O)N2CCN(CC(=O)Nc3ccc(Cl)c([N+](=O)[O-])c3)CC2)cc1
    1.5	-4.1	19.4	5.0	1.6	-0.7	-3.8	-10.1	10.1	-2.9
> CC(=O)Cn1c(CN2CCCC2)nc2ccccc2c1=O
    1.9	.	-1.9	11.4	2.6	3.1	-3.0	-24.8	24.8	0.3
> COC(=O)c1ccc(NC(=O)CSc2nccn2CCc2ccccc2)cc1
    -0.6	8.0	0.2	65.5	-1.2	1.6	8.5	13.1	-13.1	-3.0
> Cc1ccc(N2CCN(c3ccc(NC(=O)CCC(=O)O)cc3)CC2)cc1
    1.3	5.8	-9.7	-4.8	2.5	0.4	.	.	.	-0.6
> COCCn1cc(C(=O)NCCN(C)C)c2c3ccccc3n(C)c2c1=O
    1.0	-5.3	-5.8	15.8	1.7	1.9	0.2	10.7	-10.7	-2.1
> COc1nccc(C(F)(F)F)c1C(=O)Nc1ccc(Cl)cc1
    -1.4	-4.3	-7.0	4.2	1.9	-1.8	-0.8	-11.4	11.4	-0.8
> CCCC(C(=O)Nc1nccs1)c1ccccc1 (centres undefined)
    -1.1	.	5.2	-7.5	2.2	-4.0	.	-3.8	3.8	3.2
> Cc1cc(C)c(OCC(=O)N2CC=C(c3ccccc3)CC2)c(C)c1
    3.5	-0.6	3.3	2.9	0.4	0.4	-3.0	23.1	-23.1	-2.0
> Cc1ccc(C(=O)N2CCN(c3ncnc4c3cnn4-c3ccccc3)CC2)cc1
    3.5	2.2	-4.4	13.6	-1.5	-0.3	-3.2	29.8	-29.8	-0.4
> N#CC1c2ccccc2C=CN1C(=O)N(c1ccccc1)c1ccccc1 (centres undefined)
    .	-0.7	1.3	-22.2	-0.2	.	-2.2	8.8	-8.8	-1.4
> O=C(O)c1cc(N2CCCC2)ccn1
    .	-4.5	-4.7	11.7	4.7	.	0.2	-13.7	13.6	0.8

Random draw from the library; 3.6% or so of the library scored in one or more.
